RXFP1 antag – antagonists of human relaxin receptor RXFP1; Q9HBX9; HEK293-RXFP1, relaxin-stimulated cAMP HTRF, 30 min; active compounds read low; activity change, negative = inhibition, % at 57.5 µM; hit rate 0.59% among 350,000;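 active = activity change of -60% or lower, but not beyond a set lower limit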; also: % is scaled to controls: 0 for no effect and ±100 for the full control effect
Target sequence (Q9HBX9 whole entry, looked up): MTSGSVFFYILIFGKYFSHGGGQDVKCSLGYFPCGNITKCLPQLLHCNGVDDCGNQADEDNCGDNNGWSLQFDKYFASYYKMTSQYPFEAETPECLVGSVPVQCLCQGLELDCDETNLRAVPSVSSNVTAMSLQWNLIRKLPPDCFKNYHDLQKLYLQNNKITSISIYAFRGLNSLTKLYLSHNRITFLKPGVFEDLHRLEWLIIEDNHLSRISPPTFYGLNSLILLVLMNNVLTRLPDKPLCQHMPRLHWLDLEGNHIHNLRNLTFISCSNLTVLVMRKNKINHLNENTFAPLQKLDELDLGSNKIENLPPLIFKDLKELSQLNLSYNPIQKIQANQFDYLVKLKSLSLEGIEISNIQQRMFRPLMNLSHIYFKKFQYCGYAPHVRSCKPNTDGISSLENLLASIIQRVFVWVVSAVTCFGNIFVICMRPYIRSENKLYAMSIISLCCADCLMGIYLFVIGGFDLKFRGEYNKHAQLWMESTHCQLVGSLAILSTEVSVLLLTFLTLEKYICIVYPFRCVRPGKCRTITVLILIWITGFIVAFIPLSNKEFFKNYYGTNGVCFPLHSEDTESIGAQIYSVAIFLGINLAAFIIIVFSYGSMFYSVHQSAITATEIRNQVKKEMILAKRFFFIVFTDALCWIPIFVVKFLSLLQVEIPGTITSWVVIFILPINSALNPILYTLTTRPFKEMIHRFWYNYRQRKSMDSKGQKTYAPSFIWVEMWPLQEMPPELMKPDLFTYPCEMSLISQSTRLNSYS
D1 PAM – human D1 dopamine receptor positive modulation; P21728; AID 504651; hit rate 0.036% among 360,000; HEK293 TREx D1 cells, calcium flux, dopamine EC20 potentiation; potentiation, % at 10 µM; in the data active = potentiation above about 30%; also: 0% is about no effect
D1 antagonist – antagonists of human D1 dopamine receptor | AID 504652 | hit rate 3.2% among 360,000 | activity change, negative = inhibition, % at 10 µM | HEK293 TREx D1 cells, calcium flux, dopamine EC80; active compounds read low | P21728; in the data active = activity change below about -30%; also: % is scaled to controls: 0 for no effect and ±100 for the full control effect
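Antagonism measured as reduced calcium response to an EC80 dopamine addition following 180 s compound pre-read; cells were inducible HEK293 Trex D1 plated overnight at 30 C, read kinetically at 1 cycle/sec.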
TRHR enhancer – allosterically enhances the human TRH receptor; P34981; TRHR cells, fluo-8 calcium fluorescence, EC20 TRH enhancement; enhancement, % at 2 µM; hit rate 0.66% among 360,000; AID 493056; in the data active = enhancement above about 30%; also: 0% is about no effect
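Enhancer read-out: after compound pinning and an initial kinetic agonist-mode read, an EC20 of TRH (10 nM final) was injected and fluo-8 calcium signal (Ex 480/Em 530) followed at 1 s/cycle for 100 cycles in TRHR-expressing cells.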
D1 ag – human D1 receptor agonism; P21728; HEK293 T-REx D1 cells, calcium flux, agonist mode; activation, % at 2 µM; hit rate 1% among 360,000; AID 504660; in the data active = activation above about 30%; also: 0% is about no effect
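Inducible HEK293 T-REx D1 cells, force-coupled to calcium signalling, were plated at 4000 cells/well with tetracycline and held overnight at 30 C. After no-wash calcium dye loading, compound-evoked calcium rise over 180 s flagged agonists.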
RXFP1 ag – activates the human relaxin receptor RXFP1 | AID 2676 | Potency, µM (series often up to 57.5 µM), inactives show at the highest dose activation, actives largely listed as activators | HEK293T-RXFP1 cAMP TR-FRET, 30 min; response scale: percent of porcine relaxin response, buffer zero | hit rate 0.3% among 370,000 | Q9HBX9; active = well fitted activation curve with a large enough effect; also: potency is read from the fitted curve at half-maximal effect; % is scaled to controls: 0 for no effect and ±100 for the full control effect; nearly all actives have a fitted effect of over 60% in size; many of its hits are not listed in these tables
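Agonist response is measured as cAMP accumulation in an RXFP1-transfected HEK293T line under PDE4 inhibition. Values are scaled between buffer-only and 29 nM porcine relaxin, and EC50s come from standard Hill equation fits.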
D2 ag – activates the human D2 dopamine receptor; P14416; HEK293 T-REx D2 cells, calcium flux agonist mode; activation, % at 2 µM; hit rate 0.53% among 340,000;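 active = activation over 3 SD above normal in the single-dose calcium agonist read, cut at about 30% in these data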; also: 0% is about no effect
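In this primary screen, compounds producing a positive calcium signal within 180 s of addition to tetracycline-induced, force-coupled HEK293 Trex D2 cells are flagged; cells are dye-loaded with a no-wash calcium kit beforehand.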
D2 potentiator – D2 dopamine receptor (human) potentiation | P14416 | HEK293 T-REx D2, calcium flux, EC20 dopamine potentiation | potentiation, % at 10 µM | hit rate 0.34% among 340,000 | AID 485347;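 active = potentiation over 3 SD above the plate norm, cut at about 30% in these data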; also: 0% is about no effect
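Tetracycline-induced Hek293 Trex D2 cells, force-coupled to calcium, loaded with no-wash calcium dye. Compound added with 180 s kinetic read for agonism, then EC20 dopamine and a further 180 s read for potentiation.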
D2 antag – antagonists of human D2 dopamine receptor; hit rate 2% among 340,000; inhibition, % at 10 µM; P14416; AID 485344; HEK293 TREx D2 cells, calcium flux, dopamine EC80; in the data active = inhibition above about 30%; also: 0% is about no effect
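Compounds are added to dye-loaded, induced HEK293 T-REx cells coupled to calcium release via D2; after a 3 min kinetic read an EC80 dopamine stimulus is given and fluorescence is recorded for 3 more min.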
* = called active by the depositor; . = no result given; & = joins results of further samples. The list is partial (hit frequency here may not be typical).

The opening 2 entries, ahead of the listing:
nr | Structure | D2 potentiator | D1 PAM | D2 antag | D1 ag | D1 antagonist | D2 ag | RXFP1 ag | TRHR enhancer | RXFP1 antag
1 | Cc1ccc(NC(=O)CN2CCN(Cc3ccccc3)CC2)cc1 | 1 | -2 | 6 | 2 | -5 | -0.4 | 5.4% | 2 | 5
2 | Cc1ccc(-c2c3c(=O)n(C)c(=O)n(C)c3cn2Cc2ccccc2)cc1 | -1 | 4 | -6 | 1 | 11 | 0.1 | -0.2% | 0 | 8

The listing, previewed entries included:
nr | Structure | D2 potentiator | D1 PAM | D2 antag | D1 ag | D1 antagonist | D2 ag | RXFP1 ag | TRHR enhancer | RXFP1 antag
1 | Cc1ccc(NC(=O)CN2CCN(Cc3ccccc3)CC2)cc1 | 1 | -2 | 6 | 2 | -5 | -0.4 | 5.4% | 2 | 5
2 | Cc1ccc(-c2c3c(=O)n(C)c(=O)n(C)c3cn2Cc2ccccc2)cc1 | -1 | 4 | -6 | 1 | 11 | 0.1 | -0.2% | 0 | 8
3 | Cc1cc(CN2C(=O)c3ccccc3C2=O)cc(N2CCOCC2)c1 | 6 | -1 | 3 | 2 | -12 | 0.6 | 3.9% | -6 | -6
4 | COc1ccc(CCNC(=O)c2cnn3c(C(F)F)cc(C)nc23)cc1OC | 1 | 13 | 23 | 3 | 10 | 0.2 | 7.4% | 1 | .
5 | O=C(OCC(=O)N1CCOCC1)c1ccccc1OCc1ccccc1 | 14 | -3 | -7 | 1 | 13 | 0.3 | -0.5% | -3 | 5
6 | CCc1cccc(N2C(=O)N(Cc3c(F)cccc3Cl)c3ccccc3S2(=O)=O)c1 | 10 | -4 | . | 4 | -4 | 0.4 | 1.5% | -11 | .
7 | CCOC(=O)C1CCN(S(=O)(=O)c2ccc3c(c2)N(C(C)=O)CC(C)S3)CC1 (stereo not given) | -8 | -7 | 7 | 4 | -12 | -1.8 | 5.1% | 3 | 8
8 | COc1ccc(Cc2nc3c4cnn(-c5ccccc5Br)c4ncn3n2)cc1 | 12 | -3 | . | 0 | -18 | -0.7 | -1.0% | -8 | -4
9 | CC(CCc1ccccc1)NC(=O)c1ccc(Cl)nc1 (stereo not given) | -1 | -3 | 10 | 2 | -23 | -0.4 | 0.6% | 2 | -17
10 | CC1c2ccsc2CCN1S(=O)(=O)c1cccs1 (stereo not given) | -2 | 0 | -5 | 0 | -18 | -1.8 | 0.6% | -1 | 1
11 | O=C(Nc1sc2c(c1C(=O)c1ccccc1)CCCC2)c1cccnc1 | 6 | -1 | -4 | 1 | 6 | 0.0 | 3.1% | 14 | 2
12 | Oc1ccc(C(c2nnnn2C2CCCCC2)N2CCOCC2)cc1 (stereo not given) | 0 | -2 | 8 | 1 | 7 | -1.2 | 0.9% | -2 | 3
13 | COc1cc(/C=N/N=C(\N)c2nonc2N)cc(OC)c1O | -1 | -1 | -16 | 0 | -1 | 0.2 | -0.3% | -1 | -18
14 | CCOc1ccccc1C(=O)OCC(=O)Nc1ccc(OC(F)F)cc1 | 11 | -2 | 8 | -4 | 7 | 0.5 | -2.3% | -1 | -9
15 | COc1ccccc1C(=O)N(c1ccc(C)cc1)S(=O)(=O)c1ccc(Cl)cc1 | -1 | 0 | . | 0 | -9 | -0.6 | 1.0% | -6 | -8
16 | COc1ccc(Nc2ncnc3sc(C)cc23)c(OC)c1 | -1 | 5 | 12 | 1 | 6 | 0.0 | 3.5% | -2 | -5
17 | COc1ccc(CC(=O)Nc2ccc(-c3nc4ccccc4s3)cc2Cl)cc1OC | 4 | -2 | . | 5 | -5 | 0.1 | 3.2% | 15 | -5
18 | CC1(C)Oc2ccc3ccc(=O)oc3c2-c2cnoc21 | 8 | -5 | -13 | 2 | 1 | 1.2 | 1.1% | 6 | .
19 | Cc1cc(NC(=O)CCSc2nc(-c3ccco3)cc(C(F)(F)F)n2)n(-c2ccccc2)n1 | 2 | -5 | -25 | 1 | -9 | 0.7 | -0.2% | -3 | -4
20 | CCCSCCCNC(=O)C1CCCN(C(=O)c2cnn(-c3ccccc3)c2-n2cccc2)C1 (stereo not given) | 3 | 3 | . | -1 | 3 | 0.5 | 0.7% | 7 | .
21 | Cc1ccc(NC(=O)NC(=O)COc2ccccc2C(N)=O)c(C)c1 | -8 | -1 | -27 | 1 | -1 | -0.3 | -1.9% | 3 | 7
22 | COc1ccc(Cl)cc1NC(=O)c1noc(C)c1[N+](=O)[O-] | -10 | -1 | -3 | 4 | -18 | -1.1 | 1.0% | -5 | -5
23 | Cc1cc(=O)n2nc(N3CCC(C(=O)NCc4ccccc4F)CC3)sc2n1 | 5&-2 | -5&0 | 12 | 3&3 | -7&2 | -0.8&0.1 | 27%&21% | -3&7 | -7
24 | CCOc1ccc(-n2c(=O)c3c4c(sc3n(Cc3cccc(Cl)c3)c2=O)CCCC4)cc1 | -4 | 0 | . | 2 | -20 | 1.2 | 1.1% | -5 | 2
25 | O=C(Nc1ccccc1-c1nc2ccccc2[nH]1)c1ccc(S(=O)(=O)N2CCCCC2)cc1 | -2 | 0 | -8 | 4 | -11 | 0.4 | 1.8% | -3 | -10
26 | NC(=O)C1(N2CCCCC2)CCN(C(=O)CSc2nc3ccccc3[nH]2)CC1 | 0 | 0 | -2 | -1 | 9 | 1.1 | -1.9% | -7 | 13
27 | Cc1nnc(C)c2c(C)n(-c3ccccc3)c(C)c12 | 0 | 12 | 4 | 0 | 14 | -0.8 | 9.0% | 11 | 5
28 | O=C(CSC1=Nc2ccccc2C2CC=NN12)Nc1ccc2c(c1)OCO2 (stereo not given) | 1 | 3 | 5 | 3 | 8 | -1.2 | 2.4% | 0 | -16
29 | NC(=O)c1ccc(NS(=O)(=O)c2ccc(Br)s2)cc1 | 8 | -2 | 6 | 3 | -18 | 0.3 | 0.0% | 3 | -7
30 | CC(CNC(=O)c1cc(COc2ccc3ncccc3c2)on1)c1ccccc1 (stereo not given) | 2 | 0 | 2 | 10 | -27 | -0.6 | -1.1% | -7 | -32
31 | CCOc1ccc(N2C(=O)C(Cl)=C(N3CCOCC3)C2=O)cc1 | . | 11 | . | 1 | 10 | . | 0.5% | -3 | -2
32 | COc1ccc(-c2nn(-c3ccc(C)c(Cl)c3)c3c2cnc2cc(OC)c(OC)cc23)cc1 | 5 | 1 | . | 7 | -3 | -2.2 | 1.1% | -1 | -7
33 | COC(=O)c1c(NC(=O)CCCC(=O)O)sc2c1CCC2 | 6 | -4 | 18 | -1 | -5 | 0.0 | -0.5% | 4 | -9
34 | Cc1cc(NC(=O)CCC(=O)N(Cc2cccs2)C(C)(C)C(=O)NC2CCCCC2)no1 | -8 | -4 | 12 | -1 | -3 | -0.3 | 2.1% | -6 | -2
35 | O=C(NC12CC3CC(CC(C3)C1)C2)OCCNC1CCCCC1 | 13 | 15 | -3 | 16 | 22 | -1.0 | 0.1% | 12 | -14
36 | O=C(COC(=O)/C=C/c1cccs1)Nc1ccccc1Cl | 7 | -2 | -10 | 1 | 6 | 0.4 | -0.7% | -6 | 8
37 | COc1nc(NCCc2ccc(OC)c(OC)c2)nc(Nc2ccccc2)n1 | -3 | 0 | -1 | 3 | -24 | -5.2 | 1.9% | 4 | -9
38 | Cc1cccc(C2C3=C(CCCC3=O)N=C3c4ccccc4C(=O)C32)c1 (stereo not given) | -7 | -2 | 14 | -1 | -13 | -1.3 | 1.8% | 2 | .
39 | COc1cc2nc(CN(C)Cc3nc4ccccc4c(=O)[nH]3)[nH]c(=O)c2cc1OC | 2 | 2 | -4 | 3 | -1 | -0.6 | 0.7% | -4 | 25
40 | N#C/C(=C/c1ccncc1)c1nc2ccccc2c(=O)[nH]1 | -1 | 0 | 0 | 4 | -12 | 4.0 | 5.5% | 2 | -11
41 | Cc1ccc(C)c(NC(=S)N(Cc2cccc(Br)c2)CC2CCC(C(=O)O)CC2)c1 (stereo not given) | 13 | 0 | . | 0 | -3 | . | 0.3% | -4 | 5
42 | CCc1ccc(NC(=O)NCc2ccccn2)cc1 | 2 | 1 | 4 | 6 | -3 | -0.9 | -3.5% | 2 | 2
43 | Cc1ccc(NC(=O)CN(C)C(=O)c2ccc(NS(=O)(=O)c3ccc4[nH]c(=O)[nH]c4c3)cc2)cc1 | 1 | -7 | -15 | 3 | -3 | 0.3 | -1.9% | 4 | -7
44 | Cc1cccc(N(C(=O)CCC(=O)Nc2cccnc2)C(C(=O)NC2CCCC2)c2ccncc2)c1 (stereo not given) | -13 | 17 | -30 | 2 | -1 | -0.5 | -0.2% | 10 | 3
45 | CSc1cccc(CN2CCN(CCC(C)C)C(CCO)C2)c1 (stereo not given) | -16 | 1 | 59* | 1 | -5 | 0.7 | -0.7% | -3 | -17
46 | C=C(C)c1cccc(C(C)(C)NC(=O)N(Cc2ccccc2)Cc2ccco2)c1 | -5 | 1 | 1 | 22 | 5 | 0.6 | -2.0% | -1 | 1
47 | CC(C)CCNC(=O)C1CCC(Cn2c(=O)c3sccc3n(CC(=O)NC(C)C)c2=O)CC1 (stereo not given) | 23 | 2 | . | 1 | 3 | 0.7 | 5.6% | 6 | 5
48 | Cc1ccc(C)c(-c2cc(C(=O)NCc3cccs3)c3ccccc3n2)c1 | -4 | -2 | -1 | 5 | 5 | 0.7 | 2.0% | -2 | -5

Rewritten with two lines to a compound: five of the compounds above.
Results follow in this order: D2 potentiator	D1 PAM	D2 antag	D1 ag	D1 antagonist	D2 ag	RXFP1 ag	TRHR enhancer	RXFP1 antag
42. CCc1ccc(NC(=O)NCc2ccccn2)cc1
 : 2	1	4	6	-3	-0.9	-3.5%	2	2
43. Cc1ccc(NC(=O)CN(C)C(=O)c2ccc(NS(=O)(=O)c3ccc4[nH]c(=O)[nH]c4c3)cc2)cc1
 : 1	-7	-15	3	-3	0.3	-1.9%	4	-7
44. Cc1cccc(N(C(=O)CCC(=O)Nc2cccnc2)C(C(=O)NC2CCCC2)c2ccncc2)c1 (stereo not given)
 : -13	17	-30	2	-1	-0.5	-0.2%	10	3
45. CSc1cccc(CN2CCN(CCC(C)C)C(CCO)C2)c1 (stereo not given)
 : -16	1	59*	1	-5	0.7	-0.7%	-3	-17
46. C=C(C)c1cccc(C(C)(C)NC(=O)N(Cc2ccccc2)Cc2ccco2)c1
 : -5	1	1	22	5	0.6	-2.0%	-1	1
